M1 antag: human CHRM1 antagonism | CHO-K1 hM1, Fluo-8 calcium fluorescence, ACh EC80 antagonist | inhibition, % at 3 µM | actives 1.3% (n = 360,000) | P11229;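 active means percent inhibition above its own plate's cutoff, namely the mean of that plate's compound wells plus 3 SD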;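 further: peak over basal fluorescence ratio during 140 s after agonist addition; 0% = ACh EC80 plus DMSO and 100% = DMSO alone without agonist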
Target sequence (P11229 whole entry, looked up): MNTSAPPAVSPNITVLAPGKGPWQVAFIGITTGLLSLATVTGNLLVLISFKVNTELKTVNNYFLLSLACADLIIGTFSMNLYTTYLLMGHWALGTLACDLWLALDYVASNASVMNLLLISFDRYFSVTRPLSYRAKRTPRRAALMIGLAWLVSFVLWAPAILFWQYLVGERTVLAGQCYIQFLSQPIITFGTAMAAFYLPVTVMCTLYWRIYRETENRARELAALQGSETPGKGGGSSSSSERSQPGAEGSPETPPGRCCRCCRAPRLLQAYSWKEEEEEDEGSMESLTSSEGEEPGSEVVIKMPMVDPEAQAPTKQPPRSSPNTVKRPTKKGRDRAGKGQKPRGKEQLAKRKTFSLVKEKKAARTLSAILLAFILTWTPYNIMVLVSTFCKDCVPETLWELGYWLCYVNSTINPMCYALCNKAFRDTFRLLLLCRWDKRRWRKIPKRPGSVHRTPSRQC
CHRM1 PAM: human CHRM1 positive allosteric modulation. P11229. CHO-K1 hM1, Fluo-8 calcium fluorescence, ACh EC20; 0% = ACh EC20, 100% = maximal ACh. activation, % at 3 µM. actives 0.088% (n = 360,000); in the data active means activation above about 19%, passing the limit was not always enough
CHO-K1 Ca ag: M1 agonist counterscreen hit in parental CHO-K1 cells; actives 0.48% (n = 360,000); activation, % at 3 µM; Fluo-8 calcium fluorescence; scaled to maximal ATP response, vehicle zero; in the data active means activation above about 15%;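 further: untransfected CHO-K1 host cells lacking M1 receptor as counterscreen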
CHO parental Ca: counter-screen: ATP calcium response change in parental CHO cells | parental CHO-K1, ATP-induced calcium, Fluo-8 fluorescence | inhibition, % at 5.6 µM | actives 0.63% (n = 330,000) | AID 463079;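 active means inhibition above that plate's mean sample inhibition plus 3 SD, cut at about 26% in these data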;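 further: 0% = ATP-challenged DMSO wells and 100% = DMSO wells without ATP; some compounds past the cut are filed as inactive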
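Assay system – parental CHO cells · Reagent – ATP stimulus · Detection – intracellular calcium via Fluo-8 no-wash fluorescent dye · Evaluation – percent inhibition of ATP-evoked calcium rise, normalized to controls · Controls – ATP wells versus no-ATP DMSO wells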
CHO-K1 Ca PAM: M1 PAM counterscreen hit in parental CHO-K1 cells | activation, % at 3 µM | AID 602247 | actives 0.02% (n = 360,000) | ATP EC20, Fluo-8 calcium fluorescence; 0% at ATP EC20, 100% at ATP max;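 active means activation above the run cutoff, the mean activation of all test compounds plus 3 SD, cut at about 40% in these data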;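 further: peak over basal fluorescence ratio in a 140 s read after ATP addition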
CHRM1 agonist: human M1 muscarinic receptor agonism | CHO-K1 hM1, Fluo-8 calcium fluorescence, agonist mode; 0% DMSO, 100% acetylcholine EC100 | activation, % at 3 µM | actives 0.33% (n = 360,000) | AID 588814;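 active means activation above the run's mean compound activation plus 3 SD, cut at about 16% in these data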;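 further: peak over basal fluorescence ratio within a 140 s kinetic read after compound addition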
TAAR1 antagonist: human TAAR1 antagonism. inhibition, % at 3 µM. CHO RD-HGA16 TAAR1, Fluo-8 calcium fluorescence, antagonist. actives 1.5% (n = 360,000). Q96RJ0. AID 624466;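 active means inhibition above a per-plate cutoff, the mean inhibition of test compounds on that plate plus 3 SD, cut at about 49% in these data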;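 further: 0% = DMSO plus EC80 beta-PEA response and 100% = DMSO alone without agonist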
Target sequence (Q96RJ0 whole entry, looked up): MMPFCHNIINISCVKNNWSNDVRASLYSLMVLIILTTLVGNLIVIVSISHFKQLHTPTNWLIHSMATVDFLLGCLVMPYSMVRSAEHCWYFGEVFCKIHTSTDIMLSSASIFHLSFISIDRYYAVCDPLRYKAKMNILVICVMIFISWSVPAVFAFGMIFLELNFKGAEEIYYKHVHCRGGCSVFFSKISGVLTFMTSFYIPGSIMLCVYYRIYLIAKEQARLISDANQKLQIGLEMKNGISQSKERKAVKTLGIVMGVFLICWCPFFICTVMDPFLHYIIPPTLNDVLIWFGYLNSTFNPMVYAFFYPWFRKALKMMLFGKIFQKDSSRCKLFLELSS
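System: RD-HGA16 CHO cells with stable hTAAR1 and Gα16 | Probe or stimulus: EC80 β-phenethylamine stimulus | Dosing: 3 µM, single point | Times: Dye loading 75 min at 37 °C, then 30 min room temperature | Measured by: Fluo-8 calcium-sensitive fluorescence | Read-out basis: % inhibition of agonist calcium response | Replicates: n of 1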
TAAR1 agonist: human TAAR1 agonism | CHO RD-HGA16 TAAR1, Fluo-8 calcium fluorescence; vehicle wells 0%, saturating PEA agonist 100% | AID 624467 | activation, % at 3 µM | actives 0.99% (n = 360,000) | Q96RJ0;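 active means activation above the mean activation of all test compounds in the run plus 3 SD, cut at about 38% in these data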
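Signal – calcium-sensitive Fluo-8 signal, excitation 470-495, emission 515-575 nm · System – RD-HGA16 (CHO) cells co-expressing Gα16 and hTAAR1 · Incubation – 17-24 h seeding, 75 min 37 °C dye, 30 min RT · Compound dosing – 3 µM single concentration · Repeats – no replicates (n 1)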
CHO-K1 Ca antag: M1 antagonist counterscreen hit in parental CHO-K1 cells | ATP-induced calcium, Fluo-8 fluorescence | inhibition, % at 3 µM | actives 0.6% (n = 360,000) | AID 602250;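 active means inhibition above a per-plate cutoff, the plate's mean sample inhibition plus 3 SD, cut at about 24% in these data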;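 further: 0% = DMSO plus EC80 ATP and 100% = DMSO alone without ATP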
* = called active by the depositor; x = no result given.

SMILES | M1 antag | CHRM1 PAM | CHO-K1 Ca ag | CHO parental Ca | CHO-K1 Ca PAM | CHRM1 agonist | TAAR1 antagonist | TAAR1 agonist | CHO-K1 Ca antag
COC(=O)CN1C(=O)[C@@H]2[C@H](C1=O)[C@@H]1CC(C(=O)OC)=C[C@@H](C(=O)OC)[C@@H]3C1=C(C(=O)[C@]3(C)NC(=O)c1ccccc1)[C@@H]2C | -7 | 9 | 0.1 | -19 | 20 | -1 | 9 | 10 | -21
CCCN1CCN(CCNC(=O)Nc2ccccc2Cl)CC1 | -1 | 1 | 0.2 | x | -8 | -2 | 1 | -1 | -10
COc1ccc(-c2nn(-c3ccccc3)cc2/C=N/NS(=O)(=O)c2ccccc2)cc1 | -5 | 2 | 0.5 | 14 | 13 | -4 | 3 | 2 | -9
COc1ccc(-n2c(C)cc(/C=C3/SC(=S)N(C)C3=O)c2C)cc1 | 3 | 2 | 1.0 | -9 | 20 | -3 | -9 | 2 | -4
CCc1ccc2c(c1)Sc1ccccc1CC2N1CCN(C)CC1 (stereo not given) | 53* | -22 | 10 | -3 | 17 | 0 | 10 | 43* | -2
Cc1ccc(OCC(=O)N(Cc2ccccc2)C(C)C)c([N+](=O)[O-])n1 | -10 | 12 | 1.2 | -11 | 20 | -8 | -24 | 5 | -11
CCc1nc2c(OCc3ccccc3)cccn2c1N(C)C(C)=O | -5 | 7 | 0.0 | x | -14 | -3 | 11 | 2 | 17
CCNC(=O)COC(=O)C1CCC(=O)N(c2ccc(OC)cc2)C1c1ccc(OC)cc1 (stereo not given) | -6 | 8 | 0.3 | -11 | 22 | -1 | 0 | 1 | -5
O=C(CC(=O)Nc1ccc(Br)cc1)Nc1ccc(Br)cc1 | 1 | 0 | 1.6 | 0 | 6 | -3 | -2 | 7 | -5
C=CCn1c(CCCOc2ccc(Cl)cc2Cl)n[nH]c1=S | -4 | 13 | -0.3 | -13 | 2 | -8 | -3 | 5 | 1
Cc1snc(S(=O)(=O)Cc2c(Cl)cccc2Cl)c1C#N | -2 | 8 | 0.8 | -5 | 20 | -6 | -8 | 7 | -1
CCOC(=O)c1cnc(SC)nc1Sc1ccccc1 | -10 | 0 | -0.1 | -27 | 10 | -5 | 8 | 18 | -12
Cc1cc(=O)oc2c(C)c(OCC(=O)N3CC[C@@]4(O)CCCC[C@H]4C3)ccc12 | 1 | 2 | 0.4 | -11 | 11 | -4 | -1 | 1 | -11
O=C(Nc1cccc(F)c1)c1ccccc1-c1ccccc1 | -14 | 12 | -0.2 | -12 | 22 | -2 | -8 | -4 | -12
CCc1cc2ccccc2nc1SCC(=O)Nc1cc(C)on1 | -9 | 5 | 0.0 | 3 | 11 | -3 | 44 | 48* | -12
COn1c(-c2ccc(Cl)cc2Cl)nc2ncccc21 | -5 | 7 | 0.1 | -18 | 21 | -13 | -4 | -1 | -7
CC1CCOC2(O1)C(=O)N(CN1CCN(c3ccccc3F)CC1)c1ccccc12 (stereo not given) | -6 | 5 | 0.5 | -6 | 17 | -7 | 13 | 29 | -3
O=C(N/N=C/C=C/c1ccc(Br)cc1)C(O)c1ccccc1 (stereo not given) | -6 | 10 | 0.3 | -18 | 6 | -8 | 17 | 10 | -1
Cc1ccc(-n2nnnc2-c2ccccc2Br)cc1 | 4 | -10 | 2.0 | -6 | 17 | -8 | 20 | 2 | -14
CNc1cncc(-c2cccc(C(=O)NC3CC3)c2)n1 | -18 | 2 | -0.2 | x | -4 | 0 | -17 | 2 | -2
Cc1ccc(S(=O)(=O)N(C)C)cc1NC(=O)C(C)N(C)CCOc1ccc(Cl)cc1 (stereo not given) | 1 | -1 | 5.1 | -19 | -5 | -7 | 6 | 4 | -9
COCCNC(=O)CCCn1c(=O)c2ccccc2n(Cc2ccccc2C#N)c1=O | -8 | 8 | 0.3 | -13 | 7 | -1 | -3 | 4 | -16
O=C(CSc1nc2ccccc2c(=O)[nH]1)Nc1ccccc1O | -4 | 13 | 1.9 | 1 | 5 | 1 | 6 | 3 | -10
CCOc1ccc(N2C(=O)/C(=C\c3ccc(O)c(OC)c3)S(=O)(=O)C2c2cccc([N+](=O)[O-])c2)cc1 (stereo not given) | 14 | -8 | 0.9 | -5 | 19 | -3 | -5 | 2 | -17
COc1cc(C2c3c(-c4cc(C)cc(C)c4O)n[nH]c3C(=O)N2CCCO)cc(OC)c1OC (stereo not given) | -9 | 10 | 0.5 | -28 | -3 | -3 | -4 | 7 | 1
COc1cccc(CN(C)C(=O)c2cccc(OCc3ccccc3)c2)c1 | -2 | 4 | 1.1 | -14 | -24 | -2 | 9 | -2 | -6
Nc1nnc(CCS(=O)(=O)c2ccc(Cl)cc2)s1 | 6 | -3 | 0.5 | 5 | 4 | -6 | 0 | 9 | -7
CC1CCCC(NC(=O)/C=C/c2c(F)cccc2Cl)C1C (stereo not given) | 3 | 5 | -0.7 | -14 | -1 | 0 | -20 | -3 | 18
O=C(COC(=O)COc1ccccc1)Nc1ccc(Br)cc1F | -8 | -1 | 0.2 | -9 | -3 | 1 | -24 | -1 | 2
CCCCCc1cc(=O)oc2c(C(CCN(CC)CC)c3ccc(OC)cc3)c(OC)cc(OC)c12 (stereo not given) | 3 | -2 | 3.8 | -31 | 8 | -2 | -3 | 26 | -10

Ordered by the number under TAAR1 antagonist (rising): some entries from above.
SMILES	TAAR1 antagonist
CNc1cncc(-c2cccc(C(=O)NC3CC3)c2)n1	-17
COn1c(-c2ccc(Cl)cc2Cl)nc2ncccc21	-4
CC1CCOC2(O1)C(=O)N(CN1CCN(c3ccccc3F)CC1)c1ccccc12 (stereo not given)	13

Remaining list, next part
SMILES | M1 antag | CHRM1 PAM | CHO-K1 Ca ag | CHO parental Ca | CHO-K1 Ca PAM | CHRM1 agonist | TAAR1 antagonist | TAAR1 agonist | CHO-K1 Ca antag
CCC1CCCCN1C(=O)COc1cc(=O)n(C)c2ccccc12 (stereo not given) | -8 | -3 | 1.8 | -12 | 1 | 0 | -4 | 3 | -2
COc1cc2c(cc1NC(=O)c1cc(-c3ccccn3)nc3ccccc13)oc1ccccc12 | -1 | 11 | 0.4 | -10 | 19 | -6 | -14 | 0 | -8
CCc1c(C(C)S(=O)(=O)c2ccc(C)cc2)[nH]c(=O)n1-c1ccc(C)cc1 (stereo not given) | 3 | -9 | 0.1 | -22 | -2 | 0 | 3 | 6 | 1
CC(=O)C1=C(O)C(=O)N(c2cccc(Br)c2)C1c1ccc(Br)cc1 (stereo not given) | 13 | 5 | 1.2 | -12 | -15 | 9 | -8 | 3 | 7
CN(C)CCCNC(=O)C[C@H]1C[C@H](C(=O)N2CCCCC2)[C@@]2(CCc3ccccc3)c3[nH]c4cc(CCC(=O)N(C)C)ccc4c3CCN2C1=O | -8 | 9 | 2.5 | -12 | 2 | -9 | -8 | 5 | 3
COc1ccccc1NC(=S)N1CCC(c2nc3cc(C)c(C)cc3[nH]2)CC1 | -9 | 3 | 1.2 | -20 | 15 | -11 | -12 | 11 | -18
Cc1ccc(S(=O)(=O)Nc2cc3c(cc2N2CCOCC2)n(C)c(=O)c(=O)n3C)cc1 | -11 | 12 | 0.2 | -12 | 21 | -3 | -13 | 1 | -16
CCOC(=O)C1=C(c2ccccc2)OC(N)=C(C#N)C1c1ccc(Br)s1 (stereo not given) | -5 | 13 | 0.1 | -20 | 11 | -9 | -24 | 3 | -4
O=C(CC(c1ccccc1)c1ccccc1)Nc1ccc2c(c1)OCCO2 | -3 | 0 | 0.2 | -12 | 3 | -4 | -6 | 0 | 1
CC(=NNC(=O)c1ccc(NS(=O)(=O)c2ccc(Br)cc2)cc1)c1cccnc1 | -19 | 12 | 1.4 | 7 | 8 | -2 | -4 | 2 | -11
CC1Cc2ccccc2C(CCc2ccccc2)=N1 (stereo not given) | -17 | 15 | 1.8 | -18 | 6 | -6 | -18 | 4 | -8
N/C(Cc1ccc([N+](=O)[O-])cc1)=N\OC(=O)c1ccccc1F | -11 | 8 | 1.3 | -9 | 29 | -4 | -8 | 0 | -23
COc1ccc(N2CCCC2)c(NC(=O)COc2ccccc2)c1 | -3 | 3 | -1.1 | -24 | 0 | -5 | 17 | 3 | 0
CN(C)CCCN(C(=O)COc1ccccc1)c1nc2ccc(Cl)cc2s1 | -2 | 2 | 2.1 | -13 | 16 | -4 | 25 | 25 | -10

Single records, as listed above:
COc1ccccc1NC(=S)N1CCC(c2nc3cc(C)c(C)cc3[nH]2)CC1 is listed with M1 antag: -9; CHRM1 PAM: 3; CHO-K1 Ca ag: 1.2; CHO parental Ca: -20; CHO-K1 Ca PAM: 15; CHRM1 agonist: -11; TAAR1 antagonist: -12; TAAR1 agonist: 11; CHO-K1 Ca antag: -18
CCc1c(C(C)S(=O)(=O)c2ccc(C)cc2)[nH]c(=O)n1-c1ccc(C)cc1 (stereo not given) is listed with M1 antag: 3; CHRM1 PAM: -9; CHO-K1 Ca ag: 0.1; CHO parental Ca: -22; CHO-K1 Ca PAM: -2; CHRM1 agonist: 0; TAAR1 antagonist: 3; TAAR1 agonist: 6; CHO-K1 Ca antag: 1
CC1Cc2ccccc2C(CCc2ccccc2)=N1 (stereo not given) is listed with M1 antag: -17; CHRM1 PAM: 15; CHO-K1 Ca ag: 1.8; CHO parental Ca: -18; CHO-K1 Ca PAM: 6; CHRM1 agonist: -6; TAAR1 antagonist: -18; TAAR1 agonist: 4; CHO-K1 Ca antag: -8

Source: PubChem BioAssay
